# NRP1-CendR mod: modulators of CendR peptide binding to NRP-1, primary screen, biochemical, fluorescence polarization, uHTS. Neuropilin-1 (Homo sapiens), O14786. FAM-RPARPAR peptide binding to NRP-1. inhibition, % at 25 µM. actives 0.85% (n = 360,000). AID 602438, 2012;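 active = inhibition or corrected inhibition above about 18%, plus a signal ratio from 0.5 to 1.5, limit read from the data, passing the limit was not always enough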; also: strong numbers were not always called active
# NadD inh: inhibitors of S. aureus NadD, primary screen, biochemical, colorimetric, uHTS; actives 0.78% (n = 360,000); purified NadD enzyme, colorimetric absorbance read-out; Nicotinate-nucleotide adenylyltransferase NadD (Staphylococcus aureus N315); inhibition, % at 20 µM; in the data active = inhibition above about 26%; also: some compounds past the cut are filed as inactive
# SKN-1 inh: suppressors of acrylamide-induced Pgst-4::GFP reporter in worms, primary screen, SKN-1 inhibitor project, whole organism, uHTS, GFP/RFP fluorescence ratio, strain VP596; C. elegans VP596 Pgst-4::GFP/RFP ratio, 24 h; actives 0.49% (n = 360,000); inhibition, % at 21.8 µM;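 active = interference check ratio from 0.5 to 1.5 plus GFP to RFP signal ratio inhibition reaching or exceeding a fixed threshold, cut at about 30% in these data, passing the limit was not always enough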; also: some compounds called inactive have numbers as strong as hits
# Tb MetRS inh: T. brucei MetRS inhibitors, primary screen, biochemical, luminescence; methionyl-tRNA synthetase (Trypanosoma brucei brucei); purified T. brucei MetRS, ATP depletion, Kinase-Glo luminescence; inhibition, % at 11.9 µM; actives 0.4% (n = 360,000); AID 624268, 2012;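 active = inhibition above a per-plate cutoff of the control wells' mean inhibition plus 3 SD, cut at about 5.5% in these data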;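 also: 0% = DMSO wells median and 100% = median of wells with control inhibitor compound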
#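 Assay system: T. brucei methionyl-tRNA synthetase, purified | Medium: HEPES buffer with MgCl2, KCl, DTT, spermine, BSA, pyrophosphatase | Compound: 11.9 µM single point | Incubation: 15 min enzyme-compound preincubation, 2 h reaction, 10 min detection, 25 °C | Measured by: Kinase-Glo luciferase luminescence reporting remaining unconsumed ATP | Measure: % inhibition normalized to control-well medians | Replication: Singlicate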
# STEP inh: STEP phosphatase inhibitors, primary screen, biochemical, fluorescence intensity, uHTS; recombinant STEP, OMFP fluorogenic substrate; inhibition, % at 20 µM; actives 0.25% (n = 360,000); AID 588621, 2011;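 active = inhibition at 20 µM, scaled per plate between control wells, above about 37%, limit read from the data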;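 also: 0% = DMSO with enzyme and substrate and 100% = substrate only without enzyme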
# Target sequence (P54829 whole entry, looked up): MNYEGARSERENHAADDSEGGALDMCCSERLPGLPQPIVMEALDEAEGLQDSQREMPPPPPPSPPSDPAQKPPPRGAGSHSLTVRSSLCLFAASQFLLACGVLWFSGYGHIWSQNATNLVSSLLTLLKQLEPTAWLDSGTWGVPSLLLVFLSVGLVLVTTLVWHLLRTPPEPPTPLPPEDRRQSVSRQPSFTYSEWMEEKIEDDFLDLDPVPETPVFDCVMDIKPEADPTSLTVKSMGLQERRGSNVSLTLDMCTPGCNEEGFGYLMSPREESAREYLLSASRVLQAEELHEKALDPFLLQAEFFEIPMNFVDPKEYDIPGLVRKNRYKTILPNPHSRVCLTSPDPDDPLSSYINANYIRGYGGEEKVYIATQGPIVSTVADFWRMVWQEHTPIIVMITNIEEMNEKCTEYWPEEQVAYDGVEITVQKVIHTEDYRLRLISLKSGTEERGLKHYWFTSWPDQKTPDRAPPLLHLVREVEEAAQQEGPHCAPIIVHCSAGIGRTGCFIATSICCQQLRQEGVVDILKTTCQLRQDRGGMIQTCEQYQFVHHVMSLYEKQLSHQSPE
#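 Material: STEP (striatal-enriched tyrosine phosphatase) enzyme, cell-free; Compound dosing: 20 µM single dose in 1% DMSO; Technique: fluorescence read at 480 nm ex / 540 nm em; Times: reaction 20 min, ambient temperature; Medium: 50 mM Bis-Tris pH 6.0 with 2.5 mM DTT and 0.005% Tween 20; Also added: OMFP at 25 µM.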
# Scp-1 inhibitor: Scp-1 phosphatase inhibitors, primary screen, biochemical, colorimetric, uHTS; Carboxy-terminal domain RNA polymerase II polypeptide A small phosphatase 1 (Homo …; Recombinant Scp1, phosphopeptide, malachite green phosphate absorbance; inhibition, % at 20 µM; actives 0.88% (n = 340,000); AID 493091, 2011;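 active = inhibition above about 50% at 20 µM, limit read from the data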;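 also: plate controls were DMSO wells with enzyme for no effect and wells lacking enzyme for full effect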
# Target sequence (Q9GZU7 76-261 limits assumed): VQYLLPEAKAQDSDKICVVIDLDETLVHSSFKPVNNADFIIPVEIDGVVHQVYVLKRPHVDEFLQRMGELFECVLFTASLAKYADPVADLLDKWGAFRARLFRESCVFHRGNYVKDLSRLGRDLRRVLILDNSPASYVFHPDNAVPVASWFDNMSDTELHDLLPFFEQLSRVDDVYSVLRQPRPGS
#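 Times: enzyme reaction 45 min at room temperature, colour 5 min, stabilisation 30 min. Material: SCP-1 catalytic fragment, aa 76-261. Medium: Acidic Tris acetate buffer with magnesium and detergent. Signal: colorimetric free-phosphate detection, absorbance 630 nm. Read-out basis: % inhibition of SCP-1 phosphate liberation. Reagent: Phosphorylated 17-residue peptide substrate.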
# LMPTP block: LMPTP phosphatase inhibitors, primary screen, biochemical, fluorescence intensity, uHTS; Low molecular weight phosphotyrosine protein phosphatase (Homo sapiens), P24666; recombinant LMPTP-A, OMFP fluorogenic substrate; inhibition, % at 20 µM; actives 0.22% (n = 360,000); AID 651560, 2012;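 active = compounds that cut the enzyme signal by at least half of the control window in the single-dose screen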;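 also: plate controls were DMSO wells with enzyme plus substrate for no effect and substrate without enzyme for full effect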
# Target sequence (P24666 whole entry, looked up): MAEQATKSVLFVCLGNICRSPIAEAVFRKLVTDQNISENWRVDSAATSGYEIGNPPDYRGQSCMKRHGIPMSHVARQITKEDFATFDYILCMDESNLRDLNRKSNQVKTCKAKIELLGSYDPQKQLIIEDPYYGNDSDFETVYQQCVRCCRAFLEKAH
#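 Test system: LMPTP-A phosphatase enzyme. Amount: LMPTP-A at 0.625 nM final in the reaction. Reagent: OMFP substrate, 400 µM final. Times: 50 min at room temperature. Signal: endpoint fluorescence intensity from OMFP dephosphorylation. Read-out basis: % inhibition. Benchmarks: no-enzyme and uninhibited controls.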
# DNMT1 block: human DNMT1 methyltransferase inhibitors, primary screen, biochemical, molecular beacon, fluorescence, HinP1I cleavage, uHTS; inhibition (reported as % activation of signal), % at 10 µM; DNA (cytosine-5)-methyltransferase 1 (Homo sapiens), P26358; actives 0.83% (n = 360,000); in the data active = inhibition above about 50%
# Neddylation inh: inhibitors of cullin neddylation, primary screen, biochemical, TR-FRET, uHTS, NAE and Ubc12; AID 651699, 2012; actives 0.58% (n = 360,000); calls only at 25 µM; NEDD8-conjugating enzyme Ubc12 (Homo sapiens) + NEDD8-activating enzyme E1 regulatory …; in the data active = inhibition above about 36%
# SUMO1 PPI mod: modulators of SUMO1 protein-protein interactions, primary screen, biochemical, uHTS. Small ubiquitin-related modifier 1 (Homo sapiens), P63165. SUMO1 binding to a labelled peptide, TR-FRET, 1 h. inhibition, % at 20 µM. actives 0.33% (n = 360,000); in the data active = inhibition above about 37%
# Target sequence (P63165 whole entry, looked up): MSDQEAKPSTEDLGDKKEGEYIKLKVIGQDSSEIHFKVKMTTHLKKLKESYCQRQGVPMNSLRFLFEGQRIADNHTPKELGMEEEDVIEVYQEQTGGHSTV
# The depositor's hits bear a star; i = inactive; . = not tested or not shown.
# The line under a structure holds: LMPTP block, SUMO1 PPI mod, SKN-1 inh, Scp-1 inhibitor, STEP inh, Neddylation inh, NRP1-CendR mod, DNMT1 block, NadD inh, Tb MetRS inh
1: CCc1nc2c(OCCC3CCCCC3)cccn2c1N(C)C(=O)c1ccc(C)cc1
 : 16, 12, 12, ., 5, i, -6, 0, 15, -0.5
2: O=C(N1CCOCC1)N1CCN(C(=O)N(c2ccccc2)c2ccccc2)CC1
 : -2.1, -2, -6, -2, -1, i, 0, 5, 2, -0.5
3: NC(=O)C1Cc2ccccc2CN1C(=O)c1nn(Cc2ccccc2)c(=O)c2ccccc12 (stereo unspecified)
 : 0.5, -2, 9, -2, 1, i, 8, -2, -8, -0.5
4: COc1ccccc1CN1CCN(Cc2ccc3ccccc3c2)CC1
 : -1.0, 1, 1, -11, 0, i, 4, 1, -10, 0.5
5: Cn1c(=O)c2c(ncn2CC(=O)Nc2ccccc2)n(C)c1=O
 : -1.9, -4, 3, -4, 6, i, -3, 0, 3, 0.3
6: CCN(C(=O)CSc1nc(C2CC2)n(-c2ccccc2)n1)C1CCS(=O)(=O)C1 (stereo unspecified)
 : -0.1, -6, 5, -2, 0, i, 4, 1, 3, -0.3
7: N=c1c2ccccc2nc2n1CCCCCCCCCCC2
 : 7.9, 1, 10, -10, 0, i, 1, 3, -6, 0.3
8: Cc1oc(CC(C)C)cc1C(=O)Nc1ccc(C(=O)O)cc1
 : -0.6, 0, -10, -13, -2, i, -7, -1, -4, -0.5
9: CCC(Oc1ccccc1F)C(=O)NCCCn1ccnc1 (stereo unspecified)
 : -1.0, -3, 13, 1, -2, i, 7, 3, 3, -1.1
10: Cc1cc(C)n(-c2nnc(NC34CC5CC(CC(C5)C3)C4)nn2)n1
 : 1.1, -22, 6, -5, 2, i, 2, -10, 9, 0.2
11: COc1ccc(C(=O)N2CCCC2)cc1S(=O)(=O)N1CCC(C)CC1
 : -2.0, -2, -17, -15, -4, i, 9, 2, -6, -1.1
12: O=C(CCc1ccccc1)NCC(=O)N/N=C/c1ccc(O)cc1O
 : -1.2, -7, -1, -4, 0, i, -11, 6, -4, 0.8
13: CCCNC(=O)C1(C)CCCN(Cc2ccccc2F)C1 (stereo unspecified)
 : -1.5, -3, 4, ., -1, i, -17, -1, 1, -0.2
14: O=C(CSc1nncc2ccccc12)Nc1cccc(O)c1
 : 0.1, -4, -1, 2, 0, i, -2, -1, 4, -1.0
15: O=C(Nc1cccc(NC(=O)c2ccc(F)cc2)c1)c1ccc(F)cc1
 : 1.3, 3, 5, -6, -1, i, -1, 5, 1, 0.0

# Fetched one by one from above, 3 records:
# The line under a structure holds: LMPTP block, SUMO1 PPI mod, SKN-1 inh, Scp-1 inhibitor, STEP inh, Neddylation inh, NRP1-CendR mod, DNMT1 block, NadD inh, Tb MetRS inh
10: Cc1cc(C)n(-c2nnc(NC34CC5CC(CC(C5)C3)C4)nn2)n1
 : 1.1, -22, 6, -5, 2, i, 2, -10, 9, 0.2
12: O=C(CCc1ccccc1)NCC(=O)N/N=C/c1ccc(O)cc1O
 : -1.2, -7, -1, -4, 0, i, -11, 6, -4, 0.8
7: N=c1c2ccccc2nc2n1CCCCCCCCCCC2
 : 7.9, 1, 10, -10, 0, i, 1, 3, -6, 0.3

# Among those listed so far, these contain an aryl thioether with sulfur outside any ring.
# The line under a structure holds: LMPTP block, SUMO1 PPI mod, SKN-1 inh, Scp-1 inhibitor, STEP inh, Neddylation inh, NRP1-CendR mod, DNMT1 block, NadD inh, Tb MetRS inh
6: CCN(C(=O)CSc1nc(C2CC2)n(-c2ccccc2)n1)C1CCS(=O)(=O)C1 (stereo unspecified)
 : -0.1, -6, 5, -2, 0, i, 4, 1, 3, -0.3
14: O=C(CSc1nncc2ccccc12)Nc1cccc(O)c1
 : 0.1, -4, -1, 2, 0, i, -2, -1, 4, -1.0

# (list continues)
# The line under a structure holds: LMPTP block, SUMO1 PPI mod, SKN-1 inh, Scp-1 inhibitor, STEP inh, Neddylation inh, NRP1-CendR mod, DNMT1 block, NadD inh, Tb MetRS inh
16: CCC(=O)NC(c1ccccc1)c1c(O)ccc2ccccc12 (stereo unspecified)
 : -0.4, -6, 14, -7, 1, i, 3, 2, -2, -1.0
17: COc1cc(CNC(C)c2ccccc2)cc(Cl)c1OCC(=O)Nc1ccccc1 (stereo unspecified)
 : -1.6, -3, 9, -1, 1, i, -6, 22, -5, -0.9
18: CC(C)CCN(CC(=O)NCc1ccc(F)cc1)S(=O)(=O)c1ccccc1F
 : -0.3, 0, -2, -9, -2, i, 12, 4, -10, -2.0
19: O=C1CCCN1CCNC(=S)Nc1ccccc1
 : -1.0, 3, -3, -7, -3, i, 16, 5, 0, -1.2
20: COC(=O)Cn1cc(C(=O)c2ccco2)c2ccccc21
 : -0.6, 4, -23, -2, -1, i, 4, 2, -4, -0.1
21: CCOC(=O)N1CCN(c2ccncc2S(=O)(=O)N2CCCCC2)CC1
 : -0.2, 0, 1, -7, 0, i, 0, 0, -4, -0.4
22: Cc1oc(CSCCSCc2cc(C(=O)O)c(C)o2)cc1C(=O)O
 : -1.3, 6, -7, -6, 16, i, -16, 2, 7, 0.1
23: Cc1cc(N2CCOCC2)ccc1/C=C1\NC(=O)N(CC(=O)Nc2ccccc2C)C1=O
 : 0.3, -14, -19, -2, 0, i, -10, 46, 3, -1.2
24: CC(C)Cn1c(N2CCN(C(=O)c3cccs3)CC2)nc2ccccc21
 : 1.1, -2, 18, 0, -2, i, 12, -2, -1, -0.4
25: CCn1c(SCc2ccc(C#N)cc2)nnc1-c1ccc(S(=O)(=O)N2CCCCC2)cc1
 : -0.3, 6, 2, 5, 0, i, -2, -1, 3, -0.3
26: CCNC(=O)C1CN(S(=O)(=O)c2ccccc2)CCN1S(=O)(=O)c1ccccc1 (stereo unspecified)
 : -0.8, 2, -1, 3, 0, i, 8, 0, 5, -0.1
27: C[C@H]1CN([C@@H](C)CO)C(=O)c2cccc(NS(=O)(=O)c3cn(C)cn3)c2O[C@H]1CN(C)S(C)(=O)=O
 : -0.8, -2, 28, 11, -2, i, 10, 2, 0, -0.1
28: COc1ccccc1NCCC(=O)OCC(=O)NC1CCCCCC1
 : -1.1, -3, 11, -7, 4, i, -8, -2, -3, 0.1
29: CSc1nc2sc3c(c2c(=O)n1C)CCCC3
 : 1.2, 3, 5, -5, 6, i, -18, -1, 0, 0.2
30: Cc1ccc(C)c(CNc2ccc(S(=O)(=O)N3CCCCC3)cc2)c1
 : 5.5, 0, -15, 0, 1, i, 7, -4, -4, -0.1

# The list continues:
# The line under a structure holds: LMPTP block, SUMO1 PPI mod, SKN-1 inh, Scp-1 inhibitor, STEP inh, Neddylation inh, NRP1-CendR mod, DNMT1 block, NadD inh, Tb MetRS inh
31: O=c1[nH]c(SCCOc2cccc3ccccc23)nc2ccccc12
 : 0.7, 3, 7, -5, 0, i, -6, -4, -3, -0.1
32: O=[N+]([O-])c1ccc(-c2ccc(/C=N/O)o2)cc1
 : 2.3, -33, 20, -17, 1, i, -14, -2, -1, 2.1
33: COc1ccc(OC)c(NC(=O)CSc2nnc(CNC(=O)c3cc(OC)c(OC)c(OC)c3)o2)c1
 : -0.1, 3, 4, -2, -2, i, 9, 3, 1, -0.1
34: O=C(CCCN1C(=O)c2cccc3cccc(c23)C1=O)N1CCN(Cc2ccc3c(c2)OCO3)CC1
 : 14, -20, 9, -1, 2, i, -1, -2, -2, 0.3
35: CC(C)C(=O)N1CCC2(CC1)Oc1ccc(Cl)cc1C(=O)C21CC(c2ccc(Cl)cc2)=NO1 (stereo unspecified)
 : -0.2, 2, -4, -3, 2, i, 16, -10, 15, -0.2
36: Cc1ccc(N2CCN(C(=O)c3ccccc3NC(=O)c3ccccc3C(=O)O)CC2)cc1
 : 0.5, -9, 7, 0, 1, i, -4, -5, 2, -0.1
37: COc1ccc([C@H]2N[C@]3(CCCN(Cc4cccn4C)C3=O)[C@H]3C(=O)N(Cc4ccccc4)C(=O)[C@@H]23)cc1
 : 1.3, 2, -1, ., -2, i, 1, 2, 5, -1.3
38: Cc1ccc([C@H]2C(C(=O)O)=CC[C@@H](c3ccc(Cl)c(Cl)c3)N2S(=O)(=O)c2ccc(C)cc2)cc1
 : 3.2, 22, 2, -20, 0, i, -44, 11, 22, -0.2
39: CC(=C/c1ccco1)/C=N/NC(=O)Cc1cccn1C
 : 0.0, 13, 7, 0, -2, i, -22, 1, 15, 0.9
40: Cc1cccc(-n2c(Cc3cc(=O)[nH]c(=O)[nH]3)nnc2SCC(=O)N2CCCCC2)c1
 : 1.0, 4, 7, -8, -1, i, 6, 1, -1, 0.1
41: O=C(c1cnc(Cc2c[nH]c3ccccc23)c(I)c1)N1CCOCC1
 : 0.5, -4, 8, ., 0, i, 3, -13, 4, 0.6
42: CC1=CCC(C(=O)O)C(C(=O)NC2CCCCC2)C1 (stereo unspecified)
 : 0.6, 51*, 24, 100*, 22, i, -2, 79*, -6, 0.4
43: CC1C[C@@]2(NC(=O)NC2=O)C(C)CN1C (stereo partly specified)
 : -3.2, -1, 3, -5, -10, i, 8, -1, 2, -0.6
44: Cn1c([N+](=O)[O-])cnc1N1CCN(c2nncs2)C1=O
 : -1.5, -10, 0, -2, 1, i, 8, 1, -4, 1.0
45: CCCCNS(=O)(=O)c1ccc2nc(SCC(=O)N3CC(C)OC(C)C3)[nH]c2c1 (stereo unspecified)
 : -0.2, -2, 7, -13, -2, i, 3, 1, -10, -0.2
46: O=C(COc1cc2oc(=O)cc(-c3ccccc3)c2cc1Cl)NC(Cc1c[nH]c2ccc(O)cc12)C(=O)O (stereo unspecified)
 : 1.3, -7, -3, 20, 2, i, -14, 4, 4, 0.3
47: CCN(C(=O)Cn1c(=O)oc2cc(S(=O)(=O)N3CCOCC3)ccc21)c1ccccc1
 : -1.7, 0, 3, -3, -2, i, -2, -1, 0, 3.6
